# Screening results as filed in PubChem BioAssay.
# TIM10 inh = growth inhibitors of TIM10 yeast strain; S. cerevisiae TIM10 strain growth, BacTiter-Glo luminescence, 24 h; inhibition, % at 10 µM; 330,000 compounds, 1.4% hits;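 active means inhibition of 40% or more at the single tested concentration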;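 further: wild-type TIM10 isogenic control strain grown at permissive 25 °C; 0% = DMSO yeast wells and 100% = minimal medium wells without yeast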
# APJ ag = agonists of human APJ apelin receptor. P35414. CHO-K1 APJ PathHunter beta-arrestin, luminescence; 0% DMSO wells, 100% apelin. activation, % at 20 µM. 330,000 compounds, 0.11% hits;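 active means activation more than six SD over the plate average, tested at 20 µM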;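 further: 0% = DMSO alone and 100% = apelin-13 at 10 nM; some results filed as inactive read as strong as hits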
# Target sequence (P35414 whole entry, looked up): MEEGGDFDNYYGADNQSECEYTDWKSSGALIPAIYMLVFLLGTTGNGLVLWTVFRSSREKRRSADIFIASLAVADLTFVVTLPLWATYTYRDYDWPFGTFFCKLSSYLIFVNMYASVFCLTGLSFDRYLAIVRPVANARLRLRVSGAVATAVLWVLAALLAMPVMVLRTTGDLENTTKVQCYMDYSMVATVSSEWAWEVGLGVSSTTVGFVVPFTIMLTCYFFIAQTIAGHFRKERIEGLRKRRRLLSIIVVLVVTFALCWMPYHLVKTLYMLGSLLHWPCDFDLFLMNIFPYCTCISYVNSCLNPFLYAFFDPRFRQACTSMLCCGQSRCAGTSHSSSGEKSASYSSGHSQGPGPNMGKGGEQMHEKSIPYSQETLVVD
#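 Incubation: overnight seeding, 90 min compound at 25 °C, 1 h detection; test system: PathHunter CHO-K1 APJ (AGTRL-1) beta-arrestin reporter cells; amount: 1000 cells/well; doses: one dose, 20 µM compound, 1% DMSO; measured by: beta-gal luminescence; measure: agonist-driven arrestin binding to APJ; benchmarks: negative DMSO alone, positive Apelin-13 at 10 nM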
# beta cell repl = induces beta-cell replication in MIN6 cells; MIN6 cells proliferation, ATPlite luminescence, 48 h; cells starved in 0.2% serum; 100% = growth in 10% serum; proliferation, % at 10 µM; AID 2380; 330,000 compounds, 0.29% hits;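 active means compounds whose signal lies at least 3.5 SD above the mean of all wells on their plate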;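 further: 0% = DMSO-treated cells in low-serum medium and 100% = 10% serum control; some compounds called inactive have numbers as strong as hits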
# tim10-1 inh = growth inhibitors of tim10-1 mutant yeast. S. cerevisiae tim10-1 ts strain growth, BacTiter-Glo, 24 h. inhibition, % at 20 µM. AID 463190. 330,000 compounds, 2.2% hits;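 active means inhibition of at least 40%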;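 further: mutant grown at 25 °C; 0% = DMSO wells with yeast and 100% = wells holding no yeast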
# NALP3 yeast inh = blocks the NALP3 inflammasome reconstituted in yeast. 330,000 compounds, 0.39% hits. inhibition, % at 10 µM. Yeast reconstituted NLRP3/ASC/caspase-1, beta-gal luminescence, 24 h;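 active means inhibition of 50% or more; inactive means inhibition below 50%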;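 further: plate controls were induced DMSO wells for no effect and uninduced yeast grown without galactose for full effect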
# tim23-1 inh = growth inhibitors of tim23-1 mutant yeast. inhibition, % at 20 µM. S. cerevisiae tim23-1 growth, BacTiter-Glo luminescence, 24 h. 330,000 compounds, 1.3% hits;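 active means growth inhibition of the mutant yeast at or above 50%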;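 further: temperature-sensitive mutant grown at 25 °C; plate controls were DMSO-treated mutant yeast for no effect and medium wells lacking yeast for full effect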
# GRIN3A LBD mod = NR3A (human) ligand-binding domain modulation. NR3A LBD differential scanning fluorimetry, Tm shift; 0% = protein alone, 100% = glycine-bound protein. Tm shift relative to glycine control, % at 25 µM. 340,000 compounds, 2.5% hits. AID 1259313;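 active means melting temperature shift of at least 10% of the positive control shift, at one fixed dose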
# APJ antag = antagonists of human APJ apelin receptor. P35414. CHO-K1 APJ beta-arrestin complementation, luminescence. inhibition, % at 20 µM. 330,000 compounds, 0.32% hits. AID 2521;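 active means inhibition above about 40% at 20 µM, limit read from the data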;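 further: cells challenged with 10 nM apelin-13 agonist together with compound; plate controls were apelin-13 plus DMSO wells for no effect and DMSO wells lacking apelin-13 for full effect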
# MPTP inh = blocks calcium-induced mitochondrial swelling; isolated mouse mitochondria, Ca2+ swelling absorbance, 30 min; inhibition, % at 10 µM; 360,000 compounds, 1.4% hits; AID 602449;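 active means inhibition of 50% or more, scaled per plate between neutral and stimulator controls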;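 further: 0% = DMSO wells given calcium and 100% = 1 mM EGTA wells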
# * marks the source's active call; other numbers are inactive results.
# Each structure is followed by: TIM10 inh | APJ ag | beta cell repl | tim10-1 inh | NALP3 yeast inh | tim23-1 inh | GRIN3A LBD mod | APJ antag | MPTP inh
O=C(Nc1nnc(SCc2ccc(Cl)cc2)s1)C1CCCO1 (stereo unspecified)
 : 15 | -4 | 2 | 27 | 26 | 36 | 1 | 4 | 0.1
Cc1cc(C)nc(N2CCC(C(=O)NCc3ccccc3)CC2)n1
 : -9 | 3 | -1 | 6 | 3 | -3 | 4 | -17 | 1.9
Cc1cccc(N2CCN(C(=O)CC(NC(=O)c3ccccc3Cl)c3ccccc3)CC2)c1C (stereo unspecified)
 : 22 | -4 | -6 | 22 | -2 | 6 | -1 | 6 | 7.5
COc1ccc(/C=C/C(=O)N2CCN(c3ccccn3)CC2)cc1OC
 : -1 | -3 | -1 | 4 | 15 | 13 | -1 | -7 | 0.3
O=C(CN(C(=O)c1csnn1)c1cccc2c1CCCC2)NC1CCCC1
 : 20 | 0 | 3 | 28 | 9 | 28 | 0 | -2 | -0.1
CCN1CCN(c2cc(C)c3cc(NC(=O)c4cccs4)ccc3n2)CC1
 : -2 | -1 | -5 | -30 | 11 | 11 | 0 | -15 | 1.6
COc1ccc(C(=O)CCN2CCc3cc(OC)c(OC)cc3C2)cc1
 : -16 | -1 | -6 | 23 | 5 | 19 | 1 | -11 | 0.5
COc1cc2cnc(-c3ccccc3)c(-c3ccc(C#N)cc3)c2cc1OC
 : 6 | -4 | 1 | 17 | 23 | 39 | -28 | 8 | -1.4
CCN(c1ccccc1)S(=O)(=O)c1ccc(C(=O)OC(C)C(=O)NCCC2=CCCCC2)cc1 (stereo unspecified)
 : 12 | -6 | -3 | 5 | 18 | 9 | 3 | -1 | 3.0
CC1CC(C)CN(C(=O)c2cc3cc(Br)cc(Br)c3o2)C1 (stereo unspecified)
 : 3 | -2 | -6 | -5 | 21 | 32 | 4 | -5 | 2.1
COc1ccc(N(CC(=O)N/N=C/c2ccc(-c3ccc([N+](=O)[O-])cc3)o2)S(=O)(=O)c2ccc(C)cc2)cc1
 : 5 | 1 | 0 | 12 | 15 | 12 | 9 | -20 | 4.8
O=C(NC1CCCCCC1)c1ccc(CS(=O)Cc2cccc(Cl)c2)o1 (stereo unspecified)
 : 3 | -4 | 5 | 23 | 6 | 14 | 2 | 15 | -1.4
COC(=O)c1ccc(C2C(C(=O)OCC(C)C)=C(C)N=C3SCCC(=O)N32)cc1 (stereo unspecified)
 : 20 | -3 | -1 | 25 | -3 | 14 | 1 | 5 | 0.5
Oc1ccc2ccccc2c1/C=N/c1nc2c(s1)CCCC2
 : 13 | -5 | -3 | 15 | 13 | 33 | 1 | -8 | -5.6
COc1ccc(/C=C/C(=O)O)cc1S(=O)(=O)N1CCc2ccccc21
 : 0 | -1 | 2 | 3 | 25 | 5 | 0 | 3 | 0.3
CC(=O)N(C)c1ccc(NC(=O)Nc2ccccc2C)cc1
 : -20 | -4 | -2 | -12 | 20 | 6 | -1 | 5 | 1.1
CC(=O)CSc1nnc(-c2ccco2)n1-c1ccccc1
 : 2 | -4 | -4 | 9 | 3 | 5 | 2 | 1 | -0.1
N#Cc1c(NCCN)nc(-c2ccccc2)c2c1CCCC2
 : 14 | -3 | -4 | 19 | 32 | -2 | -4 | 19 | 0.9
CCCC1(c2ccccc2)NC(=O)NC1=O (stereo unspecified)
 : 10 | 1 | 0 | -21 | 12 | 4 | 1 | 22 | 0.8
O=C(Nc1cc([N+](=O)[O-])ccc1Cl)C1CC1
 : -19 | 1 | 0 | 6 | 5 | 16 | 3 | 1 | -0.4
COc1ccc2c(CC(=O)NNC(=O)c3cccs3)coc2c1
 : -2 | 10 | 0 | -13 | 26 | 1 | 1 | 11 | -0.7
COc1ccc(OC(=O)c2ccncc2)cc1
 : 9 | 5 | -1 | 8 | 24 | 4 | 1 | -7 | -1.6
O=S(=O)(c1ccccc1F)N1CCC(Oc2ccc(-n3cnnn3)cc2)CC1
 : -18 | 0 | 0 | -43 | 0 | 3 | 1 | -3 | 0.2
O=C(c1ccco1)N1CCN(C2CC(=O)N(c3ccccc3)C2=O)CC1 (stereo unspecified)
 : 5 | -3 | 0 | 12 | 4 | 8 | -2 | 6 | 0.3
FC(F)(F)COc1ccc(-c2nnc(SCc3c(Cl)cccc3Cl)o2)cn1
 : -6 | -2 | -2 | -1 | 14 | 1 | 2 | 16 | 1.9
CCOC(=O)c1[nH]c(CSc2nnnn2-c2ccccc2C)c(C(=O)OCC)c1C
 : 0 | -5 | -2 | 16 | 1 | -14 | -2 | 10 | 2.1
N#C/C(=C\C=C\c1ccccc1)c1nc(-c2ccc3c(c2)OCO3)cs1
 : 13 | -1 | -3 | 16 | -8 | 6 | -4 | -4 | 17
COc1ccccc1N(C)S(=O)(=O)c1ccc(C(=O)NCc2ccc3c(c2)OCO3)cc1
 : 2 | 10 | -2 | 13 | 15 | 21 | -3 | -4 | -1.2
COc1ccc(CNc2ccc3c(c2)nc(C)n3C)cc1
 : -17 | 3 | 1 | -9 | 18 | 1 | -1 | -16 | 2.2
CCOC(=O)c1c(C)[nH]c(C)c1C(=O)COC(=O)c1ccc([N+](=O)[O-])s1
 : -66 | 5 | -7 | -25 | 10 | 1 | 2 | -5 | -1.1
COc1ccc(OCC(=O)N/N=C(\CCC(=O)O)c2cccs2)cc1
 : -15 | 0 | 0 | -4 | -2 | 11 | -2 | -14 | 0.1
Cc1ccc(N2C3=C(C(=O)CC(C)(C)C3)C(c3cn(C)nc3C)C3=C2CC(C)(C)CC3=O)cc1
 : 23 | -4 | -6 | 23 | 12 | 28 | 0 | -7 | 2.4
N#CCC(=O)Nc1ccc(C(=O)NNC(=S)NC2CCCCC2)cc1
 : 8 | -6 | -2 | 9 | 17 | 9 | 29* | 12 | -0.9
CCc1nc2c(sc3nc4c(cc32)COC(C)(C)C4)c(=O)n1Cc1ccco1
 : 8 | -3 | 1 | 22 | 10 | 24 | 0 | 14 | 2.7
CCOC(=O)C1(Cc2ccccc2C)CCCN(C(=O)CCc2c(C)noc2C)C1 (stereo unspecified)
 : 1 | 10 | 1 | 17 | 0 | 24 | -3 | 9 | -1.6
COCCn1c(SCC(=O)c2[nH]c(C)c(C(C)=O)c2C)nc2ccccc2c1=O
 : 9 | 0 | -1 | 9 | -16 | 6 | 2 | -13 | 1.1
CCn1c(/C=C/c2ccc(O)c(O)c2)nc2ccccc2c1=O
 : 11 | 2 | -2 | 20 | 27 | 3 | 2 | 1 | 1.8
CCN(CC)CCCN1CC(O)=C(c2nc3ccccc3s2)C1=N
 : -12 | 1 | -3 | 10 | -6 | 13 | 18* | -11 | 0.2
Cc1ccc(C)c(N2CCN(C(=O)C34CC5CC(C3)CC(n3nnc(C)n3)(C5)C4)CC2)c1
 : -2 | 6 | -2 | 14 | 6 | 14 | 3 | 8 | 13
O=C(Cc1ccccc1)N1CCN=C1SCc1ccc([N+](=O)[O-])cc1
 : 9 | -4 | -2 | 18 | -8 | 14 | -3 | -17 | 1.4
O=c1oc(-c2ccccc2Cl)nc2ccsc12
 : 34 | 0 | 0 | 44* | 10 | 70* | 0 | -6 | -1.0
CCOC(=O)CN1C(=O)C2Cc3ccccc3CN2C1=S (stereo unspecified)
 : -9 | -2 | -2 | 6 | 5 | 17 | 2 | 12 | -3.6
CCCNC(=O)N1c2ccccc2Sc2ccccc21
 : -2 | -6 | 0 | 5 | 4 | 8 | 4 | 13 | 1.6
CCOC(=O)CC(C#N)c1cn(C)c2ccccc12 (stereo unspecified)
 : 12 | -1 | -2 | 17 | 4 | 9 | 1 | 0 | 1.4
CCCCNC(=O)CCCCn1c(=S)[nH]c2c([nH]c3ccc(OC)cc32)c1=O
 : -4 | 0 | -2 | -19 | 26 | -19 | 2 | -1 | 0.3
CC(=O)N1CCN(S(=O)(=O)c2cccc(C(=O)Nc3nc4ccccc4[nH]3)c2)CC1
 : -3 | -2 | -1 | 3 | 10 | -11 | 0 | -6 | -0.8
CCOC(=O)N1CCN(c2c(NCCN3CCN(Cc4ccccc4)CC3)c(=O)c2=O)CC1
 : 7 | -2 | 4 | 11 | 17 | 5 | -1 | 10 | -1.3
Cn1ncc2cc(NC(=S)NC(=O)c3ccccc3)ccc21
 : 6 | 0 | -1 | 3 | 24 | 43 | -1 | 9 | 2.2
Clc1ccc(C2[C@H]3CN(Cc4cccnc4)[C@H](c4ccccc4)C34CC2(c2cccnc2)C4)cn1 (stereo partly specified)
 : 11 | 0 | -2 | 4 | 19 | 16 | 1 | -27 | 0.4
CC(C)Oc1ccc(N2CC(C(=O)Nc3ccccn3)CC2=O)cc1 (stereo unspecified)
 : 9 | 0 | -5 | 7 | 32 | 25 | -1 | 7 | 0.4
Clc1ccc(-c2nnc3sc(-c4ccc(Br)o4)nn23)c(Cl)c1
 : 1 | -1 | -3 | -3 | 19 | -5 | -1 | -9 | 0.0
COc1ccc(S(=O)(=O)CCC(=O)NCc2ccc(C)o2)cc1
 : 1 | -2 | 0 | 19 | -2 | 14 | 2 | 0 | -1.7
CCOC(=O)c1c(NC(=O)CSc2nnc(CNc3ccc(F)cc3)o2)sc(C(C)=O)c1C
 : 14 | 3 | -5 | 17 | 8 | 0 | -5 | 9 | 17
Cn1c2c(c(=O)n(C)c1=O)C(NS(=O)(=O)c1ccc(Cl)cc1)(C(F)(F)F)C(=O)N2 (stereo unspecified)
 : -16 | -3 | -2 | -3 | 5 | 1 | -2 | 4 | 1.2
Cc1cc2c3c([nH]c2cc1S(=O)(=O)N1CCC2(CC1)OCCO2)CCCC3=O
 : -4 | 6 | -2 | -2 | 4 | 0 | -2 | 19 | 0.4
Cc1nc(C)n(CC(=O)N2CCCC(C(=O)c3ccc(Cl)cc3C)C2)n1 (stereo unspecified)
 : 0 | -3 | -2 | 7 | -5 | 13 | -2 | -1 | -1.8

# By substructure, the entries above containing a thiophene ring, fused or not.
# Each structure is followed by: TIM10 inh | APJ ag | beta cell repl | tim10-1 inh | NALP3 yeast inh | tim23-1 inh | GRIN3A LBD mod | APJ antag | MPTP inh
CCN1CCN(c2cc(C)c3cc(NC(=O)c4cccs4)ccc3n2)CC1
 : -2 | -1 | -5 | -30 | 11 | 11 | 0 | -15 | 1.6
COc1ccc2c(CC(=O)NNC(=O)c3cccs3)coc2c1
 : -2 | 10 | 0 | -13 | 26 | 1 | 1 | 11 | -0.7
CCOC(=O)c1c(C)[nH]c(C)c1C(=O)COC(=O)c1ccc([N+](=O)[O-])s1
 : -66 | 5 | -7 | -25 | 10 | 1 | 2 | -5 | -1.1
COc1ccc(OCC(=O)N/N=C(\CCC(=O)O)c2cccs2)cc1
 : -15 | 0 | 0 | -4 | -2 | 11 | -2 | -14 | 0.1
CCc1nc2c(sc3nc4c(cc32)COC(C)(C)C4)c(=O)n1Cc1ccco1
 : 8 | -3 | 1 | 22 | 10 | 24 | 0 | 14 | 2.7
O=c1oc(-c2ccccc2Cl)nc2ccsc12
 : 34 | 0 | 0 | 44* | 10 | 70* | 0 | -6 | -1.0
CCOC(=O)c1c(NC(=O)CSc2nnc(CNc3ccc(F)cc3)o2)sc(C(C)=O)c1C
 : 14 | 3 | -5 | 17 | 8 | 0 | -5 | 9 | 17
